Compound activity from PubChem.
Cardio protect – cardioprotection against H2O2-induced cell death, primary screen, uHTS, H9c2 cells, ATPLite luminescence. H9c2 cardiomyocytes, H2O2 injury protection, 2 h. protection from H2O2 cell death, % at 20 µM. 360,000 compounds, 0.63% hits. AID 588492, 2011;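 active = compounds giving at least 50% protection of heart cells from peroxide-induced death in the single-dose screen, raw or plate-pattern-corrected value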;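 also: 0% = DMSO wells with peroxide and 100% = DMSO wells without peroxide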
PDI turbidity – inhibitors of human PDI, primary screen, biochemical, turbidity, single point, plate reader | 350,000 compounds, 0.052% hits | PDI insulin aggregation turbidity, A650, 90 min | inhibition, % at 10 µM;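 active = mean inhibition across replicates of 30% or more, whatever share of single replicates reach that level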;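 also: absorbance from insulin aggregation driven by PDI reduction with DTT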
aDG glyco up – activators of alpha-DG glycosylation, primary screen, uHTS, Pro5-aDG cells, AlphaScreen. alpha-DG glycosylation AlphaScreen (IIH6); 0% Pro5, 100% B10-LARGE cell signal. AID 624168, 2012. activation, % at 10 µM. 360,000 compounds, 0.22% hits;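 active = activation of at least 8% versus controls, or a plate z-score of at least 8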;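 also: Pro5 are CHO cells carrying HIG-tagged alpha-DG that lacks glycosylation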
ABCB6 inh MLPCN – ABCB6 transporter inhibitors, primary screen, K562-ABCB6 cells, flow cytometry, MLPCN library | ATP-binding cassette sub-family B member 6 (Homo sapiens), Q9NP58 | K562-ABCB6 porphyrin accumulation, 1 h; hits give low values | fluorescence ratio to DMSO, % at 10 µM | 360,000 compounds, 0.19% hits | AID 602162, 2011;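 active = fluorescence ratio to DMSO below 75%, the collection mean minus 3 SD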;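 also: signal is porphyrin accumulated inside mitochondria; 100% equals median channel fluorescence of DMSO control wells; lower ratio means ABCB6 inhibition with less porphyrin fluorescence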
Target sequence (Q9NP58 whole entry, looked up): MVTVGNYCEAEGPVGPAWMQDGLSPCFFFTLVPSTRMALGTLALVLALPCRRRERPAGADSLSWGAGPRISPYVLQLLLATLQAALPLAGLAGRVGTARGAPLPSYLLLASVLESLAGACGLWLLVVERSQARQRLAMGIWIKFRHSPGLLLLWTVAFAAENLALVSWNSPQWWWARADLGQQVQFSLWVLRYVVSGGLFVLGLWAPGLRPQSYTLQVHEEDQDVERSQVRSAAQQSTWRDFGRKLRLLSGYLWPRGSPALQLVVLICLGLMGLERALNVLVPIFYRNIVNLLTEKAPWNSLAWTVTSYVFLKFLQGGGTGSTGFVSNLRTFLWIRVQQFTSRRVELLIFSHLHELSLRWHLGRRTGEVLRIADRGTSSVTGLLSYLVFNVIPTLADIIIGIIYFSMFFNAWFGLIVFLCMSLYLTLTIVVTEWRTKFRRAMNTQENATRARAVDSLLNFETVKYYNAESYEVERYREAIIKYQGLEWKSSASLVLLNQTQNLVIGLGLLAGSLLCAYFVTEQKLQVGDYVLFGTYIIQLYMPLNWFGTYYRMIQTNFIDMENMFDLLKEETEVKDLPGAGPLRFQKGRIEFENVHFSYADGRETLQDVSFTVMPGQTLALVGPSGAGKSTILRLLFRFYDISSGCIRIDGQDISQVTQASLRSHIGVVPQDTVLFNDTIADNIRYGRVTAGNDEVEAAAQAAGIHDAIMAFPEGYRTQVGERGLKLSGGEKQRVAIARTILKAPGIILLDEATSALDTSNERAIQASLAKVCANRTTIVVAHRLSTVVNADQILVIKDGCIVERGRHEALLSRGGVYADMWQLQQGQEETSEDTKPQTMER
Exocytosis inh – LAMP-1 surface exposure blockers, TALL-104 cells – cell-based, flow cytometry, MLPCN library, primary screen. inhibition, % at 10 µM. AID 651702, 2012. TALL-104 LAMP-1 surface exposure; cells stimulated with thapsigargin and PMA. 360,000 compounds, 0.66% hits;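 active = inhibition above about 55%, limit read from the data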
hiPSC survival – enhancers of single-cell hiPSC survival, primary screen, ATPlite luminescence; survival enhancement, % at 20 µM; 360,000 compounds, 0.044% hits; 100% = ROCK inhibitor wells, 0% = DMSO; in the data active = survival enhancement above about 18%;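 also: cells exposed to compounds for 16 hours before the ATP read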
Glyco luc inh – increase of ERlucT glycosylation luciferase signal, primary screen, N-linked glycosylation inhibitor project, D54 ERlucT cells, luminescence, set 2 | D54 ERlucT glycosylation luciferase reporter, 24 h; percent of 100 nM tunicamycin response | reporter increase, % at 12.5 µM | 360,000 compounds, 0.23% hits;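 active = mean luciferase reporter signal, scaled so untreated is 0 and the glycosylation-blocking control 100, at or above a set limit in every replicate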;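 also: luciferase carries N-glycosylation sites so blocking glycosylation raises the light; 0% = median of neutral control wells and 100% = median of 100 nM tunicamycin wells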
Vif inh – HIV Vif self-association inhibitors, primary screen, imaging, HEK293T, single point. HEK293T cells, Vif self-association by quenched fluorescence, 24 h. inhibition, % at 7.49 µM. 340,000 compounds, 0.35% hits; in the data active = inhibition above about 50%, passing the limit was not always enough; also: some results filed as inactive read as strong as hits
CaV13 FRET inh – Disruptors of the CACNA1D IQ motif to Ca2+-dependent inactivation inhibitor domain association, primary screening, Förster resonance energy transfer in intact living …; HEK cells, CFP/YFP FRET ICDI-IQ, plate reader, 10 min; percent FRET-ratio fall versus neutral wells; 340,000 compounds, 0.098% hits; inhibition, % at 12.3 µM;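 active = mean replicate inhibition of at least 30% and at least 1% of replicates passing that level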;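 also: 0% = median of the neutral control wells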
m5-HT2A agonist – mouse Htr2a agonists via beta-arrestin recruitment, primary screen, cell-based, luminescence. CHO-K1 mHTR2A beta-arrestin complementation; percent of 30 µM serotonin response. activation, % at 7.6 µM. 360,000 compounds, 0.66% hits. AID 624169, 2012;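 active = activation above a run cutoff, the mean activation of all tested compounds plus 3 SD, cut at about 14% in these data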;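 also: 0% = plate median of compound wells and 100% = 30 µM serotonin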
* marks the source's active call; other numbers are inactive results; / = not tested or not shown. Rows were taken by chance (roughly 3.1% active in at least one column).

SMILES	Cardio protect	PDI turbidity	aDG glyco up	ABCB6 inh MLPCN	Exocytosis inh	hiPSC survival	Glyco luc inh	Vif inh	CaV13 FRET inh	m5-HT2A agonist
CN(C(=O)c1nn(C)c2c1CS(=O)(=O)c1ccccc1-2)c1cccc(Cl)c1	0	2	0.2	102	2	-0.6	0	6	-4	7
CN1CCN(c2ccc([N+](=O)[O-])cc2C(=O)c2ccc(Cl)cc2)CC1	-4	0	-0.5	102	9	0.0	17	/	0	-11
O=S(=O)(/N=C(/Nc1ccc(Cl)cc1Cl)c1ccccc1)c1cccs1	6	3	0.4	93	-3	0.5	-1	14	4	-1
CCOC(=O)Cn1c(=O)oc2cc(S(=O)(=O)N3CCCC(C)C3)ccc21 (stereo unspecified)	-3	1	-0.1	110	1	-0.4	-1	1	-3	-7
COc1ccc(S(=O)(=O)NC2(C(F)(F)F)NC(=O)N(CCc3ccccc3)C2=O)cc1 (stereo unspecified)	-2	-5	-0.2	94	0	-0.6	-1	55*	-5	-2
COc1ccccc1-c1ccc(SCc2cccc(C)c2)nn1	-2	8	0.0	101	2	-0.9	1	1	1	1
CCCc1cc2c(cc1NS(=O)(=O)c1ccc(CCNC(C)=O)cc1)OCO2	-3	0	-0.1	102	-3	1.5	-1	1	-3	-5
Cc1ccc(NC(=O)c2ccc3c(c2)OCCO3)nc1	-18	1	0.0	103	-2	-0.7	-19	-1	-13	7
O=C(NC1CCC(c2ccccc2)CC1)c1cccnc1 (stereo unspecified)	2	1	0.3	100	-6	-1.1	0	2	-5	11
CCN(CC)CCOC(=O)c1ccc(N=CC2=C(O)CC(C)(C)CC2=O)cc1	2	0	0.1	93	-3	0.0	-2	8	0	3
Nc1ccccc1Oc1ncc(C(F)(F)F)cc1Cl	-4	9	-0.1	97	3	0.8	0	-2	-9	1
CCc1ccc(NC(=O)CCc2ccc(C)o2)cc1	-5	-7	0.2	112	-13	-0.4	4	4	10	-6

A different layout for 11 compounds above:
| molecule | Cardio protect | PDI turbidity | aDG glyco up | ABCB6 inh MLPCN | Exocytosis inh | hiPSC survival | Glyco luc inh | Vif inh | CaV13 FRET inh | m5-HT2A agonist |
| --- | --- | --- | --- | --- | --- | --- | --- | --- | --- | --- |
| CN1CCN(c2ccc([N+](=O)[O-])cc2C(=O)c2ccc(Cl)cc2)CC1 | -4 | 0 | -0.5 | 102 | 9 | 0.0 | 17 | / | 0 | -11 |
| O=S(=O)(/N=C(/Nc1ccc(Cl)cc1Cl)c1ccccc1)c1cccs1 | 6 | 3 | 0.4 | 93 | -3 | 0.5 | -1 | 14 | 4 | -1 |
| CCOC(=O)Cn1c(=O)oc2cc(S(=O)(=O)N3CCCC(C)C3)ccc21 (stereo unspecified) | -3 | 1 | -0.1 | 110 | 1 | -0.4 | -1 | 1 | -3 | -7 |
| COc1ccc(S(=O)(=O)NC2(C(F)(F)F)NC(=O)N(CCc3ccccc3)C2=O)cc1 (stereo unspecified) | -2 | -5 | -0.2 | 94 | 0 | -0.6 | -1 | 55* | -5 | -2 |
| COc1ccccc1-c1ccc(SCc2cccc(C)c2)nn1 | -2 | 8 | 0.0 | 101 | 2 | -0.9 | 1 | 1 | 1 | 1 |
| CCCc1cc2c(cc1NS(=O)(=O)c1ccc(CCNC(C)=O)cc1)OCO2 | -3 | 0 | -0.1 | 102 | -3 | 1.5 | -1 | 1 | -3 | -5 |
| Cc1ccc(NC(=O)c2ccc3c(c2)OCCO3)nc1 | -18 | 1 | 0.0 | 103 | -2 | -0.7 | -19 | -1 | -13 | 7 |
| O=C(NC1CCC(c2ccccc2)CC1)c1cccnc1 (stereo unspecified) | 2 | 1 | 0.3 | 100 | -6 | -1.1 | 0 | 2 | -5 | 11 |
| CCN(CC)CCOC(=O)c1ccc(N=CC2=C(O)CC(C)(C)CC2=O)cc1 | 2 | 0 | 0.1 | 93 | -3 | 0.0 | -2 | 8 | 0 | 3 |
| Nc1ccccc1Oc1ncc(C(F)(F)F)cc1Cl | -4 | 9 | -0.1 | 97 | 3 | 0.8 | 0 | -2 | -9 | 1 |
| CCc1ccc(NC(=O)CCc2ccc(C)o2)cc1 | -5 | -7 | 0.2 | 112 | -13 | -0.4 | 4 | 4 | 10 | -6 |

Remaining list, next part:
SMILES	Cardio protect	PDI turbidity	aDG glyco up	ABCB6 inh MLPCN	Exocytosis inh	hiPSC survival	Glyco luc inh	Vif inh	CaV13 FRET inh	m5-HT2A agonist
CC(C(=O)O)c1cccc(C(=O)c2ccccc2)c1 (stereo unspecified)	8	-4	-0.2	98	-2	-2.4	0	-7	-4	-4
Cc1ccc(C(=O)O/N=C(\N)c2cccnc2)cc1[N+](=O)[O-]	-12	-3	0.1	104	10	-0.8	2	2	-3	1
COc1ccc(-c2nc3ccc(C)cn3c2Cc2ccsc2)cc1OC	3	/	0.1	87	-1	-2.2	9	/	-3	-9
COCCCNc1c2c(nc3nnnn13)CCCC2	5	-3	0.0	97	-1	-0.8	2	-2	-2	5
COc1ccc(N2CC(O)=C(c3n(C)c4ccccc4[n+]3C)C2=N)cc1	1	-5	-0.4	94	-1	-0.7	0	14	/	-2
Cn1c(SCC(=O)Nc2ccccc2F)nnc1-c1ccc(S(=O)(=O)N2CCOCC2)cc1	0	-4	-0.2	87	-1	-3.2	4	-3	-4	-5
N#Cc1ccccc1S(=O)(=O)N1CCN(C(=O)CCC2CCCC2)CC1	5	1	0.0	90	6	1.4	1	10	-5	11
Cc1ccc(C(=O)C[n+]2ccccc2C)cc1[N+](=O)[O-]	4	2	0.1	97	0	-0.7	2	-3	6	3
CCOC(=O)c1c(-c2ccc(C)o2)csc1NC(=S)NC(=O)c1cccs1	-14	-5	1.0	95	13	-1.5	4	-2	/	-1
O=c1c2[nH]c3ccc(F)cc3c2ncn1Cc1ccncc1	-2	-1	0.3	98	-5	0.7	4	11	-5	7
COc1ccc(C(=O)CSc2nnc(COc3ccc(C#N)cc3)n2-c2ccccc2)cc1	-4	-1	0.2	100	-6	-1.3	-4	8	-4	-2
CC(C)CC(c1nnnn1Cc1cccs1)N1CCN(c2nc3ccccc3s2)CC1 (stereo unspecified)	0	19	1.0	90	2	1.2	-10	-21	-5	11
O=C(c1ccc(F)cc1)N1CCN2C(=O)c3ccccc3C12c1ccc(Cl)cc1 (stereo unspecified)	2	-5	1.5	96	2	0.3	0	-4	5	-1
COc1cccc(OC)c1C(=O)NC(C)C12CC3CC(CC(C3)C1)C2 (stereo unspecified)	5	-5	-0.1	94	-1	0.0	-1	-7	-2	-6
COC(=O)c1sccc1NC(=O)CCC1CCCCC1	3	-2	-0.1	88	-1	-3.4	-2	-1	-5	-1
CC(=O)N1C(=O)C2(C(C#N)=C(N)Oc3cc(C)oc(=O)c32)c2ccccc21 (stereo unspecified)	-4	1	-0.2	101	-1	-2.5	0	1	-7	4
COc1ccc(S(=O)(=O)NCCC(C)C)cc1OC	-1	-1	0.1	103	2	-0.1	-1	13	-6	-3
CC(C)NC(=O)Cn1cc(C(=O)C(=O)N2CCOCC2)c2ccccc21	2	-1	-0.1	101	12	-0.1	2	1	-10	-1
Cc1ccc(N2CCN(C(=O)c3ccccc3)CC2)c(C)c1	6	-2	0.0	102	3	-1.0	0	-1	-6	-4
Cc1cc(-c2ccccc2)nc(SCc2ccc(C(=O)O)o2)n1	-6	-8	-0.2	97	1	2.5	-1	12	1	-1
CN(C)c1ccc(N2[C@@H](CC(=O)O)c3cc(C(F)(F)F)ccc3S2(=O)=O)cc1	-18	3	0.2	95	-19	-2.8	0	-5	-6	11
O=C(CC(=O)N/N=C/c1ccc(C(=O)O)cc1)NCCc1ccccc1	-5	11	-0.2	99	-1	-0.7	3	8	-20	-9
c1ccc(COc2ccc(OCCCCN3CCCCC3)cc2)cc1	-3	-10	3.2	100	5	-0.7	-2	/	-5	-6
COc1cccc(CNc2nc3ccc(C)cc3n3cnnc23)c1	4	0	0.1	99	-3	-0.3	1	5	-16	-4
O=C(Nc1ccsc1C(=O)O)c1cccc(C(F)(F)F)c1	-2	-16	0.1	102	10	0.3	0	2	-21	-4
Cc1cc(F)ccc1N1CCC(N2CCN(CCC(C)C)C(CCO)C2)CC1 (stereo unspecified)	14	0	0.1	97	5	-0.5	-3	0	4	-9
O=C(NCCN1CCN(C(=O)c2ccc(Br)cc2)CC1)c1ccc(Br)cc1	-3	2	0.0	97	-3	-0.4	-1	-4	/	-9
Cc1ccc(OCc2cc(C(=O)N(C)Cc3cc(C4CC4)n[nH]3)no2)cc1C	-7	4	0.3	112	2	-0.5	-1	7	-2	-2
O=[N+]([O-])c1ccc(Oc2cccc(F)c2)c2ccncc12	-13	-2	-0.2	98	-4	-1.1	-3	0	/	0
CC1(C(=O)Nc2ccc3c(c2)OCCO3)CCN1Cc1ccc2ccccc2c1 (stereo unspecified)	-2	-25	0.2	95	-3	0.4	-3	-1	-5	-8
COc1cc(CNCCNC(=O)c2nonc2N)ccc1OCc1ccc(Cl)nc1	4	-18	0.5	97	0	-1.5	-2	-5	-2	-4
CCOC1=C2[C@@H](CN(S(=O)(=O)c3ccc(C)cc3)[C@H]2c2ccccc2Cl)[C@H]2C(=O)N(C)C(=O)[C@H]2C1	6	/	0.1	104	-1	1.6	0	12	-7	-7
CC(C)Oc1cc(NC(=O)CS(=O)(=O)CC(=O)N(C)C)c(Cl)cc1Cl	0	-2	0.6	99	0	1.4	0	1	4	-2
CCn1c(SCC(=O)N2CCC(C)CC2)nc2c([nH]c3ccccc32)c1=O	2	-7	2.1	87	-4	-0.9	4	-10	-5	3
CCOC(=O)c1cc2c(ccn2C)n1CC(=O)N1CCN(c2ccccc2)CC1	-2	3	-0.1	108	5	-0.8	20	-5	/	-2
O=C(Nc1cccc(-c2cccc(F)c2)c1)C1CCN(Cc2ccco2)CC1	6	9	1.1	96	-4	-0.5	-1	-3	-6	-11
N#Cc1ccc(Nc2nc(-c3ccc(O)cc3O)cs2)cc1C(F)(F)F	0	-2	-0.2	92	-3	-0.4	7	-1	/	1
COc1ccc(SCc2noc(C(=O)NCC3CCCO3)c2C(=O)O)cc1 (stereo unspecified)	7	4	0.3	99	0	-0.6	2	-4	-10	0
Nc1nonc1-c1nc2ccccc2n1Cc1ccc(F)cc1Cl	0	-12	-0.2	99	-4	-2.7	1	/	-3	-4
CN(Cc1ccccc1)C(=O)C1CCN(S(=O)(=O)c2ccc(-n3cnnn3)cc2)CC1	-2	-7	0.1	92	12	-0.6	0	-7	-3	-2
O=C(Oc1ccc(NC(=O)c2cc3c(cc2Br)OCO3)cc1)c1ccccc1	-7	-49	0.1	101	-3	-0.7	1	3	-20	-2
